RECQ1 inh: inhibitors of human RECQ1 DNA helicase. actives 0.54% (n = 240,000). RECQ1 DNA unwinding, red fluorescence kinetic read. P46063. Potency, µM (doses to about 57.3 µM), without a hit: at the highest dose activity, negative = inhibition, most hits filed as inhibitors; active = well fitted inhibition curve with a large enough effect; inconclusive = small, poorly fitted or top-dose-only effect;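 note: plate controls were vehicle for no effect and no enzyme for full effect; nearly all actives have a fitted effect of over 30% in size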
Target sequence (P46063 whole entry, looked up): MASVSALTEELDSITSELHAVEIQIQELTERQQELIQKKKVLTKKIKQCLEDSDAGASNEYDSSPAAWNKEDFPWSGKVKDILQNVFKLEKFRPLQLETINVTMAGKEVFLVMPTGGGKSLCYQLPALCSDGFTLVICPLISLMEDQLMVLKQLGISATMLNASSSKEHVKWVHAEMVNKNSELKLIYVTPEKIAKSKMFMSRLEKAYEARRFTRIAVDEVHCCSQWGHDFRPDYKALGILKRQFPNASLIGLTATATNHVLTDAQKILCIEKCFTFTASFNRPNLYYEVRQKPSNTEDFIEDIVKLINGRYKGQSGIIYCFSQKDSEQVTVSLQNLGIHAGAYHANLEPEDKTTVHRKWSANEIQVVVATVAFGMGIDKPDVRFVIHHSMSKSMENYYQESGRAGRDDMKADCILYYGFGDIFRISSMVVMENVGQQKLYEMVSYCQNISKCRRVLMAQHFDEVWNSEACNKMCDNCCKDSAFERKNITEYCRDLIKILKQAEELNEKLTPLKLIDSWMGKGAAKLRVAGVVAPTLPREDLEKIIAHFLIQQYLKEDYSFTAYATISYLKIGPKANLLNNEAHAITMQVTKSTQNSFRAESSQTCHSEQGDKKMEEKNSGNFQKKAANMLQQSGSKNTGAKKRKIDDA
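50 nM RECQ1T1 preincubated 15 min with compound in Tris pH 8.0 buffer with MgCl2, DTT, Tween-20 and 2.5 ug/ml poly(dI-dC); started with 200 nM TAMRA/BHQ-2 forked duplex and 2 mM ATP. Unwinding read as fluorescence (525/598 nm), two reads 2 h apart.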
RGS12 GoLoco inh: RGS12 GoLoco-Gai1 interaction inhibition | P63096 | Gai1:RGS12 GoLoco peptide FP, rhodamine, 10 min | Potency, µM (highest dose often 61.6 µM), inactives show at the highest dose activity, negative = inhibition, hits mostly inhibitors | actives 0.44% (n = 230,000); active = well fitted inhibition curve with a large enough effect, not every such curve was filed as active; inactive = no such curve, though single readings can be large or run the other way; note: nearly all actives have a fitted effect of over 30% in size; many of its hits are not listed in these tables
Target sequence (P63096 whole entry, looked up): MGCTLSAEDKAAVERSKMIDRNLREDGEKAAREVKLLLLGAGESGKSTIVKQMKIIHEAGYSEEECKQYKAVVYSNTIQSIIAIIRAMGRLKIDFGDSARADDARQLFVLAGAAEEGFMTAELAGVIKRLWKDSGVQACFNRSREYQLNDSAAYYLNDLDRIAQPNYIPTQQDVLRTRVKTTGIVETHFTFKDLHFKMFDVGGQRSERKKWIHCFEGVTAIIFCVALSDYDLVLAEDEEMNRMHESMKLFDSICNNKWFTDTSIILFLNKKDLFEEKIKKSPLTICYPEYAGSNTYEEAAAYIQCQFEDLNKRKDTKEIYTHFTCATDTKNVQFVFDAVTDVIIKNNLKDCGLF
An asterisk follows results filed as active; i = inactive; ? = inconclusive; [ ] = dose if it differs, or a comment. Unless noted, % is set by controls: 0 for no effect and ±100 for the full control effect; potency is the fitted concentration of half-maximal effect. Only part of the results is shown; rates above refer to the full screens.

Value order – RECQ1 inh | RGS12 GoLoco inh
> O=C(c1ccncc1)N1CCC2(CCN(Cc3nccs3)CC2)CC1
  i | -15.8%
> CN1CCN(c2nc(-c3ccoc3)nc3ccccc23)CC1
  i | 13.9%
> COCC(=O)N1CCC2(CC1)CCN(c1ccccc1)CC2
  -3.1% | -9.6%
> COCC(=O)N1CCC[C@@]2(CCN(c3ncccn3)C2)C1
  -2.2% | -6.3%
> O=S(=O)(c1ccccc1)N1CCC2(CCN(c3cccc(-c4ccccc4)c3)CC2)CC1
  -3.8% | 118.0%[activator]
> COc1ccc(Oc2ncc3nc(-c4cc(F)cc(F)c4)c(=O)n(C4CC4)c3n2)cc1
  -9.2% | 5.4%
> COc1ccc(C(=O)N2CCC3(CCCN(C(=O)NC(C)C)C3)CC2)cc1
  i | 5.6%
> COc1ncc2nc(-c3cc(F)cc(F)c3)c(=O)n(CCC#N)c2n1
  i | 2.9%
> COc1ccccc1CN1CC[C@@]2(CCCN(C(=O)c3ccncc3)C2)C1
  -3.1% | -1.6%
> O=C(c1cc(C(F)(F)F)cc(C(F)(F)F)c1)N1CCC2(CCN(Cc3ccccc3)CC2)CC1
  i | 6.1%
> COc1ncc2nc(-c3cc(F)cc(F)c3)c(=O)n(Cc3cccs3)c2n1
  -8.9% | -4.3%
> CC(=O)N1CCC2(CCCN(c3ccccn3)C2)CC1
  -27.8% | -5.6%
> O=S(=O)(c1ccccc1)N1CCC2(CCCN(Cc3cc(C(F)(F)F)cc(C(F)(F)F)c3)C2)CC1
  -7.6% | 8.0%
> Cc1noc(C)c1C(=O)N1CCC[C@@]2(CCN(Cc3cc(C(F)(F)F)cc(C(F)(F)F)c3)C2)C1
  -2.4% | 7.3%
> Cc1cnc(CNc2cc(-c3cccc(NS(C)(=O)=O)c3)ncn2)cn1
  -8.0% | 0.2%
> Cc1cnc(CNc2cc(-c3cccnc3)ncn2)cn1
  -3.9% | 4.1%
> COC(=O)N1CCC2(CCCN(C(=O)Nc3cccc(C#N)c3)C2)CC1
  0.5% | 4.3%
> c1ccc2c(NCCN3CCOCC3)nc(-c3ccoc3)nc2c1
  2.4% | 14.4%
> COc1ccc(C(=O)N2CCC3(CCCN(CC(C)C)C3)CC2)cc1
  -6.4% | 10.8%
> COc1ccc(Oc2ncc3nc(C)c(=O)n(C[C@H]4CCCO4)c3n2)cc1
  i | 1.3%
> NCCn1c(=O)c(CCc2ccccc2)nc2cncnc21
  -10.3% | 5.3%
> c1cncc(-c2nc(N3CCNCC3)c3ccccc3n2)c1
  i | 2.0%
> Clc1ccccc1-c1nccc(NCc2ccccc2)n1
  -8.0% | 3.4%
> COc1cccc(Nc2ncc3nc(-c4ccc(Cl)cc4)c(=O)n(C[C@H]4CCCO4)c3n2)c1
  i | 5.9%
> Cc1cnc(CNc2ccnc(-c3ccccc3CN(C)C)n2)cn1
  i | -6.6%
> COc1ccc(Oc2ncc3nc(CCc4ccccc4)c(=O)n(C)c3n2)cc1
  -5.9% | 4.9%
> Cc1noc(C)c1C(=O)N1CCC[C@@]2(CCN(Cc3nccs3)C2)C1
  -11.7% | 8.5%
> CN1CCC2(CC1)CCN(C(=O)c1cccc(F)c1)CC2
  -8.0% | 4.6%
> CN(C)C(=O)c1ccc(-c2ccc3ncnc(N4CCC(C(=O)O)CC4)c3c2)cc1
  -2.4% | 1.5%
> CS(=O)(=O)N1CCC2(CCCN(C(c3ccccc3)c3ccccc3)C2)CC1
  -18.0% | 3.6%
> O=c1c(-c2ccc(F)c(F)c2)nc2cncnc2n1-c1ccccc1
  -14.7% | 66.7%[activator]
> Cn1c(=O)c(-c2cc(F)cc(F)c2)nc2cnc(N3CCNCC3)nc21
  -5.1% | 0.3%
> COc1ccc(C(=O)N2CCC3(CCN(Cc4ccccc4OC)CC3)CC2)cc1
  -6.8% | 1.4%
> COCC(=O)N1CCC2(CCCN(c3ccc(-c4ccccc4)cc3)C2)CC1
  i | 199.5%[activator]
> COC(=O)N1CCC2(CCCN(Cc3cc(C(F)(F)F)cc(C(F)(F)F)c3)C2)CC1
  -4.8% | 3.6%
> N#Cc1cccc(-c2ccc3ncnc(NCCN4CCOCC4)c3c2)c1
  6.2% | 7.2%
> CCNc1ncc2nc(CCc3ccccc3)c(=O)n(CCC#N)c2n1
  -1.2% | 0.3%
> COCCn1c(=O)c(-c2ccccc2)nc2cncnc21
  -6.8% | 0.0%
> CN(C)C(=O)c1ccc(-c2nccc(N(C)Cc3ccco3)n2)cc1
  0.2% | 7.9%
> O=C(c1cccc(F)c1)N1CCC2(CCCN(Cc3ccccc3)C2)CC1
  ? | 5.6%
> O=c1c(-c2ccc(Cl)cc2)nc2cnc(N3CCNCC3)nc2n1-c1ccccc1
  i | 7.5%
> CN1CCN(c2ncc3nc(CCc4ccccc4)c(=O)n(C4CC4)c3n2)CC1
  -1.3% | 36.7%[activator]
> O=c1c(-c2cccs2)nc2cnc(N3CCNCC3)nc2n1-c1ccccc1
  -2.6% | 1.0%
> CS(=O)(=O)N1CCC2(CC1)CN(Cc1nccs1)C2
  -10.6% | 8.0%
> c1ccc2c(N3CCOCC3)nc(-c3ccoc3)nc2c1
  -15.9% | 7.8%
> O=c1c(-c2cccc(F)c2)nc2cncnc2n1Cc1ccc(F)cc1
  -3.0% | 4.2%
> COc1ccc(-n2c(=O)c(-c3cccs3)nc3cnc(Nc4cccc(OC)c4)nc32)cc1
  -20.6% | 2.5%
> Cc1cnc(CNc2ncncc2-c2c(C)noc2C)cn1
  -2.3% | -4.8%
> O=C(Oc1ccccc1)N1CCC[C@@]2(CCN(c3ccccn3)C2)C1
  -8.7% | -4.6%
> Cc1noc(C)c1C(=O)N1CCC2(CCN(Cc3ccncc3)CC2)CC1
  -8.2% | 1.7%
> COCCn1c(=O)c(-c2ccc(Cl)cc2)nc2cnc(OCc3ccccc3)nc21
  -10.8% | 2.1%
> O=C(c1cc(C(F)(F)F)cc(C(F)(F)F)c1)N1CCC2(CCCN(Cc3ccncc3)C2)CC1
  -2.8% | 12.9%
> COc1ccc(Oc2ncc3ncc(=O)n(C)c3n2)cc1
  -1.8% | 0.7%
> O=C(c1ccco1)N1CCC2(CCCN(Cc3ccncc3)C2)CC1
  i | 3.6%
> O=c1c(-c2cccs2)nc2cnc(Oc3cccc(Cl)c3)nc2n1C[C@H]1CCCO1
  -9.3% | 11.8%
> COc1ccc(-n2c(=O)c(-c3cccc(Cl)c3)nc3cncnc32)cc1
  ? | -7.1%
> COCCn1c(=O)c(-c2cccs2)nc2cnc(OCc3ccccc3)nc21
  i | -0.5%
> COc1ccccc1-c1ccc2ncnc(N3CCNCC3)c2c1
  -5.2% | 4.8%
> O=c1c(-c2ccc(Cl)cc2)nc2cncnc2n1Cc1ccc(F)cc1
  i | 1.3%
> c1ccc(-c2ccc(N3CC[C@@]4(CCCNC4)C3)cc2)cc1
  -8.5% | 38.2%[activator]

Filtered by structure, the compounds so far with a furan ring, fused or not.
Value order – RECQ1 inh | RGS12 GoLoco inh
> CN1CCN(c2nc(-c3ccoc3)nc3ccccc23)CC1
  i | 13.9%
> c1ccc2c(NCCN3CCOCC3)nc(-c3ccoc3)nc2c1
  2.4% | 14.4%
> CN(C)C(=O)c1ccc(-c2nccc(N(C)Cc3ccco3)n2)cc1
  0.2% | 7.9%
> c1ccc2c(N3CCOCC3)nc(-c3ccoc3)nc2c1
  -15.9% | 7.8%
> O=C(c1ccco1)N1CCC2(CCCN(Cc3ccncc3)C2)CC1
  i | 3.6%

The list goes on:
Value order – RECQ1 inh | RGS12 GoLoco inh
> Cc1noc(C)c1-c1ccc2ncnc(NCCN3CCOCC3)c2c1
  1.6% | -15.1%
> Cc1noc(C)c1-c1cc(NC2CCNCC2)ncn1
  -1.1% | 4.2%
> O=C(c1cc(C(F)(F)F)cc(C(F)(F)F)c1)N1CCC2(CC1)CN(Cc1ccccc1)C2
  -3.3% | 1.0%
> COc1ccc(-n2c(=O)c(-c3cccs3)nc3cnc(N4CCOCC4)nc32)cc1
  i | 17.0%
> CCNc1ncc2nc(C)c(=O)n(CCOC)c2n1
  i | -3.3%
> c1ccc2c(NC3CC3)nc(-c3ccoc3)nc2c1
  i | 40.3%[activator]
> O=C(c1csnn1)N1CCC[C@@]2(CCN(C(c3ccccc3)c3ccccc3)C2)C1
  -4.3% | 10.2%
> COc1ccccc1-c1ccc2ncnc(NC3CC3)c2c1
  -5.6% | 3.0%
> Cn1cccc1C(=O)N1CCC2(CCN(C(=O)Nc3cccc(C#N)c3)CC2)CC1
  -1.6% | 7.2%
> COc1ccc(Oc2ncc3nc(C)c(=O)n(C4CC4)c3n2)cc1
  -11.8% | 12.1%
> COc1ccc(NC(=O)N2CC3(CCN(C(=O)c4c(C)noc4C)CC3)C2)cc1
  -1.6% | 5.1%
> COc1ccc(C(=O)N2CCC3(CC2)CN(C(=O)Nc2cccc(C#N)c2)C3)cc1
  -2.5% | 2.6%
> O=c1c(-c2ccc(Cl)cc2)nc2cnc(N3CCOCC3)nc2n1CCc1ccccc1
  i | 0.7%
> COCC(=O)N1CCC2(CCN(Cc3ccncc3)CC2)CC1
  -6.5% | -6.2%
> COc1ccc(C(=O)N2CCC[C@@]3(CCN(Cc4nccs4)C3)C2)cc1
  -3.4% | 0.4%
> Cc1ccccc1-c1ccc2ncnc(-n3ccnc3)c2c1
  -13.3% | 5.7%
> Cn1cc(-c2nc3cncnc3n(CCN)c2=O)c2ccccc21
  22.0% | 13.0%
> COc1cccc(-c2ccc3ncnc(NC4CC4)c3c2)c1
  -5.7% | 10.1%
> CN1CCN(c2ncc3nc(-c4cccs4)c(=O)n(CCC#N)c3n2)CC1
  i | 3.1%
> O=C(c1cnccn1)N1CCC2(CCCN(Cc3nccs3)C2)CC1
  i | 1.3%
> Cn1cccc1C(=O)N1CCC2(CCCN(C(=O)Nc3ccccc3)C2)CC1
  -4.7% | 10.3%
> COc1ccc(-n2c(=O)c(-c3cccs3)nc3cnc(N4CCNCC4)nc32)cc1
  ? | 36.2%[activator]
> N#Cc1cccc(-c2nccc(NCc3ccccc3)n2)c1
  -7.4% | 42.5%[activator]
> Cc1noc(C)c1-c1nccc(NC2CC2)n1
  -2.2% | -2.4%
> O=C(Oc1ccccc1)N1CCC2(CC1)CN(c1ccccn1)C2
  -13.8% | 6.2%
> O=S(=O)(c1ccccc1)N1CCC2(CC1)CN(c1ccccn1)C2
  i | 6.8%
> COc1ccc2[nH]cc(CCNc3nc(-c4cccnc4)nc4ccccc34)c2c1
  i | -1.6%
> Cn1cccc1C(=O)N1CCC2(CCCN(Cc3nccs3)C2)CC1
  i | 2.5%
> CCNc1ncc2nc(C)c(=O)n(CCC#N)c2n1
  i | 0.1%
> O=S(=O)(c1ccccc1)N1CCC2(CCN(c3ccncc3)CC2)CC1
  -2.2% | 9.0%
> O=C(c1ccncc1)N1CCC2(CC1)CCN(c1ccccn1)CC2
  i | 1.4%
> CCNc1ncc2nc(-c3cn(C)c4ccccc34)c(=O)n(C[C@H]3CCCO3)c2n1
  i | -1.0%
> COc1ccc(NC(=O)N2CCCC3(CCN(S(=O)(=O)c4ccccc4)CC3)C2)cc1
  -9.1% | 5.4%
> COc1ccc(-c2nc3cnc(N4CCOCC4)nc3n(Cc3cccc(OC)c3)c2=O)cc1
  -2.1% | -5.4%
> N#CCCn1c(=O)c(-c2ccc(Cl)cc2)nc2cnc(Nc3ccccc3)nc21
  -0.6% | 105.4%[activator]
> O=C(c1cccc(F)c1)N1CCC2(CC1)CN(c1ccccc1)C2
  i | 1.6%
> O=C(c1cnccn1)N1CCC[C@@]2(CCN(c3ccncc3)C2)C1
  i | -12.9%
> COc1ccc(Oc2ncc3nc(C)c(=O)n(CCc4ccccc4)c3n2)cc1
  -3.2% | 4.8%
> COCCn1c(=O)c(-c2ccc(F)cc2)nc2cncnc21
  i | 5.4%
> O=C(c1cnccn1)N1CCC2(CC1)CN(c1ccncc1)C2
  i | 8.1%
> O=c1c(-c2cc(F)cc(F)c2)nc2cncnc2n1Cc1ccccc1Cl
  -10.7% | 6.0%
> CS(=O)(=O)Nc1cccc(-c2cncnc2-n2ccnc2)c1
  -10.7% | -14.1%
> O=C(c1cnccn1)N1CCC2(CC1)CCN(c1ccccc1)CC2
  -5.5% | -1.6%
> Cc1nc2cnc(N3CCOCC3)nc2n(CCC#N)c1=O
  -5.9% | 27.2%
> FC(F)(F)c1ccccc1-c1nc(-n2ccnc2)c2ccccc2n1
  -10.3% | 2.8%
> Cc1cnc(CNc2ncnc3ccc(-c4ccoc4)cc23)cn1
  -1.8% | 2.3%
> COCCn1c(=O)c(-c2cc(F)cc(F)c2)nc2cnc(OCc3ccccc3)nc21
  -8.9% | 6.4%
> CN(C)c1ncnc2ccc(-c3cccnc3)cc12
  i | -14.8%
> O=C(c1cccc(F)c1)N1CCC2(CC1)CCN(C(c1ccccc1)c1ccccc1)CC2
  -4.9% | 5.6%
> O=c1c(-c2cccs2)nc2cnc(N3CCOCC3)nc2n1-c1ccccc1
  -7.7% | 66.7%[activator]
> Cn1cc(-c2nc3cnc(N4CCOCC4)nc3n(C3CC3)c2=O)c2ccccc21
  i | -0.8%
> O=C(c1ccco1)N1CCC[C@@]2(CCN(c3ccccn3)C2)C1
  -5.0% | 2.6%

Screens deposited in PubChem BioAssay by National Center for Advancing Translational Sciences (NCATS).
